# GLS inh = inhibitors of human glutaminase (GLS); AID 624170; 410,000 tested, 0.21% active; GLS enzymatic activity, qHTS titration; Potency, µM (highest dose often 45.5 µM), without a hit: at the top dose activity change, negative = inhibition, most hits filed as inhibitors; O94925; further: potency means the concentration at half of the fitted maximal effect; on the % scale 0 is the no-effect control and ±100 the full control effect
#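 Two-point fluorescence kinetic (t0, 30 min RT) for hKGA; glutamate detected via glutamate oxidase–HRP–Amplex Red. Substrate: 1 mM L-glutamine solution; buffer 45 mM KH2PO4, pH 8.2.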
# PI4K2A inh = inhibitors of human PI4K2A. Q9BTU6. purified PI4K2A, ADP-Glo luminescence, 1 h; active compounds read low. activity change, negative = inhibition, % at 76.9 µM. 420,000 tested, 0.13% active. AID 1346378; in the data active means activity change below about -50%; inconclusive means mostly about -30% to -49%;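 further: -100% = wells without enzyme as full effect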
#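 In this quantitative HTS, ADP production by PI4K2A was quantified luminescently after 1 h at ambient temperature; 100 microM adenosine served as plate-quality control.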
# Pin1 inh = human Pin1 inhibition; Q13526; Pin1 FP peptide displacement, HiFluor488, 10 min; Potency, µM (titrated, usually from 115 µM), for inactives: at the top dose activity, negative = inhibition, usual class: inhibitors; 390,000 tested, 0.009% active; AID 504891; active means well fitted inhibition curve with a large enough effect in the polarisation, with a control signal flat, not every such curve was filed as active; inconclusive means small, poorly fitted or top-dose-only effect, or effect the other way, or a change in a side signal; inactive means no such curve, though single readings can be large or run the other way; the % refers to the polarisation; further: potency means the concentration at half of the fitted maximal effect; on the % scale 0 is the no-effect control and ±100 the full control effect
# Tb PGK inh = inhibitors of T. brucei phosphoglycerate kinase. P07378. PGK/GAPDH coupled, Kinase-Glo luminescence, 60 min. Potency, µM (series often up to 57.5 µM), without a hit: top-dose activity change, negative = inhibition, most hits filed as inhibitors. 380,000 tested, 0.043% active; further: potency means the concentration at half of the fitted maximal effect; on the % scale 0 is the no-effect control and ±100 the full control effect; nearly all actives have a fitted effect of over 60% in size
#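 Recombinant glycosomal PGK reaction used 1,3-bisphosphoglycerate generated in-well by GAPDH (100nM final) in 100mM TEA pH 7.6, 5mM MgCl2, 0.01% Tween-20. After 60 minutes at room temperature, ATP was read by Kinase-Glo Plus luminescence end-point.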
# HP1b binding inh = inhibitors of HP1-beta chromodomain binding to methylated histone tails; P83916; Potency, µM (highest dose often 114 µM), without a hit: at the highest dose activity change, negative = inhibition, usual class: inhibitors; 390,000 tested, 0.56% active; AlphaScreen HP1-beta / biotin-H3K9me3 peptide binding; AID 540317; further: potency means the concentration at half of the fitted maximal effect; nearly all actives have a fitted effect of over 70% in size; inactives centre near 23
#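 Compound inhibition of the preformed complex between 50 nM HP1-beta and 50 nM biotinylated H3K9me3 peptide was read by AlphaScreen. Buffer was PBS pH 7.4 with 0.01% Tween-20. Incubations ran 30 min at room temperature, with 10 ug/mL donor/acceptor beads.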
# G9a block = blocks human histone lysine methyltransferase G9a; Q96KQ7; Potency, µM (series often up to 102 µM), for the others: at the highest dose activity, negative = inhibition, hits mostly inhibitors; G9a H3K9 monomethylation, AlphaScreen, 2 h; AID 504332; 350,000 tested, 8.8% active; further: potency means the concentration at half of the fitted maximal effect; on the % scale 0 is the no-effect control and ±100 the full control effect; nearly all actives have a fitted effect of over 75% in size
#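 Using a bead-based AlphaScreen, monomethylated H3K9 product from 2 h room-temperature reactions (G9a 20 nM, peptide 500 nM, SAM 20 uM) was detected with 0.5 ug/mL rabbit anti-H3K9me1 antibody.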
# JMJD2A Tudor inh = JMJD2A Tudor domain (human) inhibition; O75164; AlphaScreen JMJD2A-Tudor / H3K4me3 peptide binding; Potency, µM (series often up to 114 µM), without a hit: top-dose activity change, negative = inhibition, actives largely listed as inhibitors; 390,000 tested, 4.4% active; AID 504339; further: potency means the concentration at half of the fitted maximal effect; on the % scale 0 is the no-effect control and ±100 the full control effect; nearly all actives have a fitted effect of over 50% in size
# Target sequence (O75164 whole entry, looked up, the tested form may be a part): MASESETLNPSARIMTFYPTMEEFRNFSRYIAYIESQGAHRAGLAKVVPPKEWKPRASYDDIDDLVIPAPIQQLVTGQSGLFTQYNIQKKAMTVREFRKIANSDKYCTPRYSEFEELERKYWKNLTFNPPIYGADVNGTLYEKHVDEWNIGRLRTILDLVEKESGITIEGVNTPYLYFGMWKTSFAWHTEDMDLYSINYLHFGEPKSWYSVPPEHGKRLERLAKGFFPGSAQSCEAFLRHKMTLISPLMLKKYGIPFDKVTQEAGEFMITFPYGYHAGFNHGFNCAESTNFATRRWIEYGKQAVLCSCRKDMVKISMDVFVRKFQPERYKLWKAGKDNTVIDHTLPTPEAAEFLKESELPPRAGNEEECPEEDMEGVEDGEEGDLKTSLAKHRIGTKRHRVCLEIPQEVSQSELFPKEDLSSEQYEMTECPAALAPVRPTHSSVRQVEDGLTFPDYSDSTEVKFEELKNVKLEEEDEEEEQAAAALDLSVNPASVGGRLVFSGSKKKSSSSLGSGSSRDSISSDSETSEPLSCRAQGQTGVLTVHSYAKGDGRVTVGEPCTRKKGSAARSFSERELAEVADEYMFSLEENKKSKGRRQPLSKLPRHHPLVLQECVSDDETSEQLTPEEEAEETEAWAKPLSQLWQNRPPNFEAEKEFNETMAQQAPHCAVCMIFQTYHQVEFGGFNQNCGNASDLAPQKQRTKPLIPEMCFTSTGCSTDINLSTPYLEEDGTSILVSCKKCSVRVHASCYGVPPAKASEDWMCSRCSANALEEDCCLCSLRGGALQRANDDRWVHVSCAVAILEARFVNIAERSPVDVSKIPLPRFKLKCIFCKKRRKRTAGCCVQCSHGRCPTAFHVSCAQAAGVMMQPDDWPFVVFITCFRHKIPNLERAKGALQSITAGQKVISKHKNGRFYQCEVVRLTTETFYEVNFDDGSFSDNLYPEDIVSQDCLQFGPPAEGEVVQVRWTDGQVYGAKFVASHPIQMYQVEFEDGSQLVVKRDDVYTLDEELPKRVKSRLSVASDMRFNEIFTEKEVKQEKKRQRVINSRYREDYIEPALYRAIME
# BAZ2B block = blocks human BAZ2B. Q9UIF8. AlphaScreen BAZ2B-H3K14Ac peptide displacement. Potency, µM (doses to about 114 µM), for the others: top-dose activity change, negative = inhibition, hits mostly inhibitors. 360,000 tested, 4.4% active; further: potency means the concentration at half of the fitted maximal effect; on the % scale 0 is the no-effect control and ±100 the full control effect; nearly all actives have a fitted effect of over 60% in size
#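 Inhibition is scored as reduced AlphaScreen emission. The BAZ2B/b-H3(5-23)K14Ac complex (50 nM each) in PBS pH 7.4, 0.01% Tween-20 meets compound (up to 110 uM) for 30 min at RT before bead addition.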
# Pol eta inh = blocks human DNA polymerase eta activity | Potency, µM (top dose mostly 114 µM), inactives show at the highest dose activity change, negative = inhibition, actives largely listed as inhibitors | 390,000 tested, 1.2% active | recombinant Pol eta, fluorescent DNA replication assay | Q9Y253 | AID 588591; further: potency means the concentration at half of the fitted maximal effect; on the % scale 0 is the no-effect control and ±100 the full control effect
#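 Pol eta at 10 nM preincubated with compounds 15 min at room temperature; reaction started with fluorescent substrate (50 nM final) and read kinetically at 0 and 10 min.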
# Numbers without * were called inactive; i = inactive; u = inconclusive; x = no result given; [ ] = remark or other dose. Unless noted, the call rests on the fitted dose curve; in most records, active means well fitted curve in the direction sought with a large enough effect; inconclusive means small, poorly fitted or top-dose-only effect, or another doubt; inactive means no such curve, though single readings can be large; an effect the other way counts as inactive or inconclusive. A portion of the library. The share of hits here may be higher or lower than overall.
SMILES,GLS inh,PI4K2A inh,Pin1 inh,Tb PGK inh,HP1b binding inh,G9a block,JMJD2A Tudor inh,BAZ2B block,Pol eta inh
Oc1ccc(Nc2nc3ccccc3nc2Nc2ccc(O)cc2)cc1,19.4%,-12.3,u,-8.7%,u,10µM*,u,50.1µM*,u
Cc1occc1C(=O)N/N=C/C=C/c1ccccc1[N+](=O)[O-],-10.5%,-1.9,0.7%,-3.2%,-2.9%,-28.8%,-23.9%,3.7%,6.7%
COc1ccc(CC(=O)N/N=C/c2ccc(-c3cccc(C(=O)O)c3)o2)cc1OC,-7.7%,3.5,-23.0%,-7.6%,9.8%,39.8µM*,-24.6%,-38.9%,10µM*
COc1ccc(COc2ccsc2C(=O)Nc2ccc(Cl)c(Cl)c2)cc1,2.1%,0.2,23.9%,1.2%,17.6%,-6.9%,-28.2%,-4.7%,u
COc1ccc(C2CC(c3cccs3)=NN2C(=O)c2ccccc2)cc1OC (stereo not given),u,1.1,-5.1%,11.2%,1.1%,-6.9%,-23.3%,-26.5%,-10.7%
O=c1c2ccccc2oc2cc(NCCCn3ccnc3)ccc12,2.9%,0.3,1.1%,-1.1%,53.2%[activator],35.0%,-15.0%,u,-16.6%
CC(=O)c1cccc(NC(=O)Cn2cnc(S(=O)(=O)N3CCOCC3)c2)c1,1.0%,-7.6,1.9%,-3.6%,10.9%,21.8%,-10.5%,-5.2%,-6.0%
Cc1ccc(NC(=O)c2ccc(-n3cncn3)c([N+](=O)[O-])c2)cc1,x,-2.5,3.4%,-8.1%,23.5%,-28.2%[12.7 µM],-11.6%,-1.9%,-16.6%
O=C(NCc1ccncc1)c1cccc(Cn2cc(Br)cn2)c1,-10.9%,2.1,-0.9%,i,24.0%,u,6.5%,-26.8%,-16.1%
CCOC(=O)C1CCCN(S(=O)(=O)c2ccc3c(c2)CC(C)N3C(=O)C2CC2)C1 (stereo not given),-3.6%,4.4,-2.7%,-8.9%,31.4%,13.3%,-21.8%,-12.8%,-6.4%
CCOc1ccc(NS(=O)(=O)c2cc3c(cc2Cl)NC(=O)CO3)cc1,-2.5%,-0.4,-0.2%,-9.1%,22.3%[57 µM],-49.1%[59 µM],-17.5%,-2.6%,-8.8%
CCC(c1nnnn1CCc1ccccc1)N(Cc1ccco1)Cc1cc2cccc(C)c2[nH]c1=O (stereo not given),-9.1%,-10.3,16.3%,i,6.8%,-0.2%[12.7 µM],-21.7%,u,u
CCOC(=O)[C@@H]1[C@H]2COc3ccccc3[C@H]2N2C(=O)N(c3cccc(Cl)c3)C(=O)[C@]12C,-0.9%,-4.9,0.4%,-8.2%,33.9%,x,-1.4%,x,-4.9%
O=C(Nc1nnc(C2CC2)o1)c1ccc(S(=O)(=O)N2CCCc3ccccc32)cc1,0.9%,-2.7,-4.1%,-3.2%,44.5%[activator],-11.9%,-22.8%,50.1µM*,-18.8%
COc1ccc(-n2cc(CNC3CCN(C)CC3)c(-c3cccc(F)c3)n2)cc1,3.6%,1.2,-2.5%,5.9%,23.5%,x,-19.9%,0.6%,-13.3%
COC(=O)c1cc(Br)ccc1NC(=O)Nc1ccccc1,10.7%,-3.0,-0.7%,-5.0%,24.0%,-9.1%[59 µM],-13.6%,9.6%,-11.9%
O=C(O)c1cc(CN2CCOCC2)oc1-c1ccccc1,1.0%,0.1,-1.7%,3.5%,34.0%,-12.3%[59 µM],-17.9%,1.3%,4.5%
O=C(c1ccc2c(c1)OCO2)N1CCC2(CC1)Oc1ccc(F)cc1C(=O)C21CC(c2ccccc2)=NO1 (stereo not given),1.9%,-4.0,9.8%,-6.7%,11.8%,-12.0%[12.7 µM],-28.9%,-19.1%,0.7%
CCOc1ccc(-c2cccc(NS(=O)(=O)c3ccccc3C(F)(F)F)c2)nn1,-1.7%,-4.8,-0.6%,-12.3%,25.9%[57 µM],-18.2%[59 µM],-19.2%,-0.5%,-14.4%
CC1CCCCC12NC(=O)N(CC(=O)Nc1ccc(S(=O)(=O)Nc3ncccn3)cc1)C2=O (stereo not given),1.6%,-2.6,7.6%,i,45.3%[activator],-10.5%[12.7 µM],-12.9%,-3.1%,0.0%
Cc1cccc(N(Cc2ccccc2)C(=O)C2CCN(C(=O)c3ccccc3C)CC2)c1,1.0%,1.8,3.4%,i,0.4%,-25.4%[59 µM],-22.9%,-12.1%,-15.6%
COC(=O)/C=C1\N/C(=N\c2nc(C)cc(C)n2)N(c2ccccc2)C1=O,5.1%,3.4,-1.0%,-8.6%,0.1%,4.0%,-15.9%,-17.9%,-5.1%
CCCCn1c(CNC(=O)C23CC4CC(CC(C4)C2)C3)nnc1SCC(=O)Nc1ccc(C)cc1,0.2%,1.0,1.3%,-0.5%,14.3%,-10.5%[59 µM],-34.3%,u,u
CSc1nc(C)cc(C)c1S(=O)(=O)c1ccccc1C,-10.1%,2.9,4.0%,0.0%,52.7%[activator],122.5%[activator][59 µM],30.7%,-26.4%[57.1 µM],-11.5%
O=C(Cn1cnc2c(oc3nc4c(cc32)CCCC4)c1=O)Nc1cccc(Cl)c1,0.0%,-4.1,75.0%[activator],-6.8%,2.0%[57 µM],1.6%,-13.7%,u,-8.4%

# Taken from above.
# PI4K2A inh result of CCOc1ccc(NS(=O)(=O)c2cc3c(cc2Cl)NC(=O)CO3)cc1 is entered as -0.4
# GLS inh result of Oc1ccc(Nc2nc3ccccc3nc2Nc2ccc(O)cc2)cc1 is entered as 19.4%

# Other records follow:
SMILES,GLS inh,PI4K2A inh,Pin1 inh,Tb PGK inh,HP1b binding inh,G9a block,JMJD2A Tudor inh,BAZ2B block,Pol eta inh
Cc1cccc(Sc2c(C=O)c3ccccc3n2C)c1,4.7%,-0.4,-3.7%,-5.1%,135.2%[activator],170.3%[activator][59 µM],69.2%[activator],49.3%[activator],-13.6%
C=CCNC(=O)c1ccc(S(=O)(=O)CC)c(Cl)c1Cl,-3.5%,11.9,3.5%,-2.4%,38.7%,-5.0%,-10.3%,-1.7%,-10.7%
C=CCSc1nc(N)c(C#N)c(-c2ccc(C)cc2)c1C#N,0.3%,8.0,6.1%,-3.5%,24.0%,-1.8%[12.7 µM],-3.0%,5.5%,-16.5%
O=C(CCCN1C(=O)/C(=C/c2ccco2)SC1=S)Nc1ccccc1,5.6%,18.6,32.1%[activator],-0.8%,7.4%,-21.4%[59 µM],-1.8%[57.1 µM],u,u
O=C(CN1C(=O)c2ccccc2C1=O)Nc1ccc(N2CCOCC2)cc1,23.5%,3.8,6.1%,5.4%,6.6%,u,-13.2%,x,-1.8%
Cc1ccc(-c2nonc2NC(=O)c2ccc(F)cc2)cc1C,-2.3%,-2.7,-1.7%,x,22.9%,-3.9%[59 µM],-13.9%,-19.2%,x
CCN(CC)S(=O)(=O)c1cccc(N=Nc2sc(N)nc2C)c1,8.0%,5.3,-0.2%,-2.4%,u,39.8µM*,35.5µM*,11.2µM*,-21.4%
COc1ccc(OCc2ccc(-c3nc(C#N)c(NCc4cccnc4)o3)o2)cc1,-1.2%,3.2,6.2%,i,-13.7%,12.6µM*,31.6µM*,17.8µM*,u
COc1cccc(C(=O)N2CCN(C3CCCCC3)CC2)c1,4.4%,7.2,-0.2%,-0.2%,-23.5%,x,11.2µM*,u,-1.7%
CCCCC(=O)Nc1ccc(C(=O)NCCc2ccccc2)cc1,-0.5%,-1.7,0.3%,-3.6%,25.0%,1.5%[59 µM],-1.7%,-2.4%,-1.4%
C/C(=N\NC(=O)c1c(Br)c(C)nn1C)c1ccc(NC(=O)C(C)Oc2ccc(Cl)cc2C)cc1 (stereo not given),9.6%,10.5,7.4%,4.7%,13.4%,38.1%[12.7 µM],-8.9%,-4.4%,-16.9%
COc1ccccc1N1CCN(C(=O)C(Sc2ccccc2)c2ccccc2)CC1 (stereo not given),13.0%,2.1,44.9%[activator],-4.6%,39.3%,-27.2%[59 µM],-1.6%,-14.6%,-14.2%
O=C(C1=C(O)C(=O)N(CCN2CCOCC2)C1c1ccncc1)c1ccco1 (stereo not given),x,-0.6,0.9%,-12.3%,8.5%,u,13.7%,-26.4%,-2.1%
CCOC(=O)c1cccc(NC(=O)CSc2nc3cc4ccccc4cc3[nH]2)c1,-1.9%,2.7,-1.7%,-0.2%,35.8%,u,-12.0%,0.5%,-7.9%
Cc1ccccc1CNC(=O)c1ccccc1SCC(=O)NCc1ccco1,-9.5%,1.1,-2.2%,-8.7%,39.1%,12.6µM*,-2.7%,-3.7%,-18.8%
COc1ccc(NC(=O)N[C@@H](Cc2ccccc2)C(=O)NN)cc1,-2.2%,-0.5,4.2%,-4.4%,-9.5%,x,u,-12.5%,-17.9%
CCOC(=O)c1c(NC(=O)Nc2cccc(Cl)c2)sc(C)c1C,-2.0%,-4.2,2.6%,2.2%,7.2%,-7.0%[59 µM],-13.1%,u,-0.2%
Cc1cccc(-c2n[nH]c(=S)n2/N=C/c2ccc(C)o2)c1,u,-0.2,10.5%,-6.1%,-33.3%,2µM*,7.94µM*,-30.5%,-14.0%
C=CCSc1ncccc1C(=O)O,-1.7%,-7.4,-2.1%,-8.7%,13.9%,-21.6%[12.7 µM],-16.2%,-0.4%,-17.7%
COc1ccc(S(=O)(=O)NCCSc2ccc(Cl)cc2)cc1OC,4.4%,1.3,0.3%,-5.9%,29.1%,7.9%[59 µM],-14.0%,9.4%,-17.0%
Cc1n[nH]c(=O)c2c(NC(=O)COC(=O)COc3cccc(Br)c3)oc(C)c12,-20.5%,0.3,-2.9%,i,54.8%[activator],17.8µM*,-12.8%,0.5%,-3.9%
COc1ccc(-c2cnc(C)o2)cc1S(=O)(=O)Nc1cccc(C(F)(F)F)c1,2.3%,0.2,-0.1%,1.9%,19.0%,9.7%[12.7 µM],-12.6%,-20.9%,-20.1%

# Bioassay records deposited in PubChem BioAssay by National Center for Advancing Translational Sciences (NCATS).
